Compound activity (PubChem)
EPAC1 antag: blocks human EPAC1 exchange factor | O95398 | EPAC1 GEF assay, Rap1b-BODIPY-GDP exchange fluorescence | Potency, µM (top dose mostly 115 µM), without a hit: at the top dose activity change, negative = inhibition, most hits filed as inhibitors | hit rate 0.14% among 360,000 | AID 720709;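 also: potency is read from the fitted curve at half-maximal effect; plate controls were vehicle for no effect and positive control for full effect; nearly all actives have a fitted effect of over 50% in size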
IL2 activator: activators of IL-2. IL-2 activation reporter assay, cell-based qHTS; stimulated with anti-CD3/CD4/CD28 beads; in transgenic mouse T cells. activation, % (series mostly up to about 46 µM). hit rate 0.065% among 360,000; in the data active = activation above about 50%; inconclusive = mostly about 30% to 49%; also: 0% is about no effect
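EGFP and DsRed fluorescence is measured by plate cytometry in unstimulated transgenic mouse T cells exposed to compound for 60 minutes, then stimulated 18 hours at 37 degrees C with anti-CD3/anti-CD4 beads plus anti-CD28.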
WRN helicase inh: blocks human WRN helicase; Q14191; WRN helicase unwinding, fluorescent forked duplex, kinetic; Potency, µM (series often up to 114 µM), without a hit: top-dose activity change, negative = inhibition, most hits filed as inhibitors; hit rate 0.46% among 360,000; also: potency is read from the fitted curve at half-maximal effect; % is scaled to controls: 0 for no effect and ±100 for the full control effect; nearly all actives have a fitted effect of over 55% in size
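Kinetic fluorescence helicase assay: unwinding of a quenched forked DNA duplex (100 nM final) with 2 mM ATP final raises red fluorescence (525/598 nm). Compounds sat 15 min at room temperature with 20 nM WRN beforehand.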
PLK1 PBD inh: inhibitors of human PLK1 polo-box domain binding. P53350. Plk1 PBD binding of FITC phosphopeptide, fluorescence polarization. Potency, µM, for inactives: max response, negative = inhibition, usual class: inhibitors. hit rate 2.8% among 360,000. AID 720504; also: potency is read from the fitted curve at half-maximal effect; series mostly up to about 57 µM; % is scaled to controls: 0 for no effect and ±100 for the full control effect; nearly all actives have a fitted effect of over 65% in size
Target sequence (P53350 whole entry, looked up, the tested form may be a part): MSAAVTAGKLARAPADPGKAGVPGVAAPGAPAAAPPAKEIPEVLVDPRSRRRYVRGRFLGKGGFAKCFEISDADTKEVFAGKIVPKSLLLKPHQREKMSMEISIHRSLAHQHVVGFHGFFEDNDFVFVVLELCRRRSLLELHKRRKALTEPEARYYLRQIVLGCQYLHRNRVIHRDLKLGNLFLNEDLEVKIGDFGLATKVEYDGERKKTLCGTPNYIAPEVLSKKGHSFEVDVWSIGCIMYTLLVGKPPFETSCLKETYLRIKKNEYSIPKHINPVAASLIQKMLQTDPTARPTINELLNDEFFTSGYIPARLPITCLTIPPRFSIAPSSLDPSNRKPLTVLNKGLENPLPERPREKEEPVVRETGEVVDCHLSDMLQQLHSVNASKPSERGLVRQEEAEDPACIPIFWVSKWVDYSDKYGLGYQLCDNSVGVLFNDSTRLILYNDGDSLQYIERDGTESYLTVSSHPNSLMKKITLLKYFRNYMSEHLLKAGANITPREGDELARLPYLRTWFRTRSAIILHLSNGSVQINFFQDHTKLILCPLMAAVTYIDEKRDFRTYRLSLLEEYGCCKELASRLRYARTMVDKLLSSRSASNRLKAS
PI5P4Ka inh: inhibitors of human PI5P4K alpha; P48426; PI5P4Kalpha enzyme, ADP-Glo luminescence, 60 min; hits give low values; max response, %; hit rate 1.2% among 330,000; AID 652105; active = max response of -50% or lower; inconclusive = between -30% and -50%; inactive = -30% or higher; also: value at the top dose of about 77 µM; % is scaled to controls: 0 for no effect and ±100 for the full control effect
Target sequence (P48426 whole entry, looked up): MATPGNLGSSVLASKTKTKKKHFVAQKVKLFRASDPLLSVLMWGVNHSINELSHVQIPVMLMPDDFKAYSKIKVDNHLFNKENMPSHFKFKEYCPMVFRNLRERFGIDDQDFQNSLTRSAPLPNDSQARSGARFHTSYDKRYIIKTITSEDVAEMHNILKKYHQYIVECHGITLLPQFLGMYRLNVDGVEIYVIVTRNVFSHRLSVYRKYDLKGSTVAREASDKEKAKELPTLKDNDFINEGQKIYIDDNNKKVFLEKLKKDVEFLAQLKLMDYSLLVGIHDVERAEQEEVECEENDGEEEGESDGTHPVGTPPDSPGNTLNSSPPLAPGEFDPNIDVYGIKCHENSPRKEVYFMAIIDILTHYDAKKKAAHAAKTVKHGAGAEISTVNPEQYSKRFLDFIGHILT
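Reactions run in 0.038 M HEPES pH 7.4, 0.28 mM EGTA, 0.1% CHAPS and 5% DMSO, with PI5P4Kalpha, substrate, compound and 5 microM ATP final, one hour at room temperature. Readout is ADP-Glo luminescence.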
EPAC1 agonist: agonists of human EPAC1. O95398. hit rate 0.073% among 360,000. Potency, µM (top dose mostly 154 µM), for inactives: top-dose activation, most hits filed as activators. EPAC1 agonist qHTS, biochemical assay; response scale: 100% = response to 6.5 mM cAMP; also: potency is read from the fitted curve at half-maximal effect; nearly all actives have a fitted effect of over 60% in size
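Compounds were pinned as a concentration titration into mixtures of EPAC1 (100 nM), BODIPY-GDP-loaded Rap1B (250 nM) and GDP (50 uM). After 5 min at room temperature, fluorescence was followed for 30 min; activity was scaled to 6.5 mM cAMP.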
EPAC2 ag: agonists of human EPAC2 (RAPGEF4); Q8WZA2; EPAC2 activation, biochemical qHTS; response scale: 100% = 6.5 mM cAMP response; Potency, µM (titrated, usually from 154 µM), for the others: top-dose activation, actives largely listed as activators; hit rate 0.079% among 360,000; AID 720711; also: potency is read from the fitted curve at half-maximal effect; nearly all actives have a fitted effect of over 50% in size
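qHTS, titration series. 100 nM EPAC2 / 250 nM Rap1B-BODIPY-GDP / 50 uM GDP; RT; ex 480/em 540 nm, 5-min reads to 30 min. Norm. to 6.5 mM cAMP = activation.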
CCT chaperon mod: modulators of cytosolic chaperonin (CCT/TRiC) activity. purified chaperonin ATPase assay, HTRF ADP detection, 30 min. activity change, % (concentration not given with the values), hits read low. hit rate 0.3% among 360,000. AID 651819; in the data active = activity change below about -30%; also: % is scaled to controls: 0 for no effect and ±100 for the full control effect
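Nucleotide hydrolysis assay: TRiC at 20–40 nM final (set by batch activity) with 10 uM ATP, 30 min at 37 °C, in presence of 76 uM compound. Detection by competitive ADP HTRF, 30 min ambient.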
Active calls of the source: *; ? = inconclusive; . = no result given; [ ] = dose if it differs, or a comment. Unless noted, calls follow the shape of the dose curve; as a rule, active = well fitted curve in the direction sought with a large enough effect; inconclusive = small, poorly fitted or top-dose-only effect, or another doubt; inactive = no such curve, though single readings can be large; an effect the other way counts as inactive or inconclusive. Not all compounds are listed, so the mix of outcomes need not match the whole.

SMILES	EPAC1 antag	IL2 activator	WRN helicase inh	PLK1 PBD inh	PI5P4Ka inh	EPAC1 agonist	EPAC2 ag	CCT chaperon mod
O=C(CCc1nc2ccccc2c(=O)[nH]1)OCC(=O)c1cccc(Cl)c1	-18%	1.3	-10%	-15%	-3	-4%	1%	-1.8
O=C(Cn1nnc(-c2ccc(Cl)cc2)n1)NC1CC2CCC1C2 (centres undefined)	9%	-1.9	-2%	3%	0	-3%	-8%	-0.9
OCC1(Cc2ccccc2)CCCN(Cc2cnn(-c3ccccc3)c2)C1 (centres undefined)	1%	0.2	-4%	5%	0	-1%	5%	1.0
O=C(c1nn(Cc2ccccc2)c(=O)c2ccccc12)N1CCc2ccccc2C1	-7%	-0.1	-3%	-2%	0	5%	-84%[inhibitor][15.6 µM]	-7.4
Clc1ccc(C(c2nnnn2C2CCCCC2)N(Cc2cccnc2)Cc2ccco2)cc1 (centres undefined)	-3%	-0.5	5%	-2%	2	-10%	2%	0.8
COc1cc(C(=O)Nc2ccc([N+](=O)[O-])cn2)cc(OC)c1OC	?	-2.0	1%	-9%	1	-13%	5%	-7.1
CCOC(=O)C1(Cc2cccc(OC)c2)CCCN(Cc2c(C)nn(C(C)C)c2C)C1 (centres undefined)	-28%	-0.8	-7%	-5%	5	-4%	5%	-3.0
O=C(NCC(c1cccs1)N1CCOCC1)c1ccccc1NS(=O)(=O)c1cccc([N+](=O)[O-])c1 (centres undefined)	0%	-1.8	-7%	-16%	0	13%	12%	-1.8
CC1(C)Cc2c(c(=S)nc(-c3ccccc3)n2CCO)CO1	1%	-3.7	-14%	-17%	0	-6%	8%	-1.5
COc1ccc(OC(C)C(=O)Nc2cccc([N+](=O)[O-])c2)cc1 (centres undefined)	-1%	-0.6	10%	-13%	4	0%	-1%	-4.0
CSc1cccc(NC(=O)CCCn2c(=O)c3cccn3c3cccnc32)c1	-24%	3.1	-1%	-6%	0	9%	20%	-2.4
Fc1ccc(C(c2nnnn2CCc2ccccc2)N2CCCc3ccccc32)cc1 (centres undefined)	4%	-3.2	-2%	-2%	-4	4%	1%	-0.3
O=C(CSc1nc2ccccc2s1)CSc1nc2ccccc2s1	-20%	1.2	-16%[57.1 µM]	-6%	.	13%	9%	-1.5
O=C(NCc1cccc(C(F)(F)F)c1)c1csc([C@@H]2C[C@H](O)[C@@H](CO)O2)n1	-6%	-0.7	4%	-1%	0	-6%	5%	-1.6
C[C@H]1CN([C@@H](C)CO)C(=O)Cc2cc(NC(=O)CCC(F)(F)F)ccc2O[C@H]1CN(C)S(=O)(=O)c1ccc(Cl)cc1	-9%	0.2	3%	-5%	-3	-17%	1%	-3.3
COc1ccccc1C(=O)O/N=C1/CCCc2c1ccc(OC)c2[N+](=O)[O-]	3%	0.2	1%[57.1 µM]	-27%	-13	9%	-6%	1.1
O=C(O)CC12CC3CC(C1)CC(n1cncn1)(C3)C2	3%	1.0	-3%	?	-1	5%	5%	-1.4
Cc1ccc(S(=O)(=O)/C(C#N)=C/c2c(N3CCOCC3)nc3c(C)cccn3c2=O)cc1	5%	-0.4	-22%	14%	5	3%	-6%	1.5
COc1cc(CN(C2CCCCC2)S(=O)(=O)c2ccc(S(=O)(=O)N(C)C3CCCCC3)cc2)cc(OC)c1OC	6%	0.1	-23%	-12%	7	7%	-5%	-2.9
CCCC12CN3CC(C)(CN(C1)C31CCCCC1)C2=O	6%	0.5	4%	2%	-3	6%	2%	-48*
COc1ccc(C(=O)N/C(=C/c2cccs2)C(=O)NCCCn2ccnc2)cc1OC	12%	-1.2	7%	1%	.	-1%	2%	-1.7
Cc1ccc(/C=C/C(=O)NCCc2cccc(Cl)c2)o1	-8%	-1.0	?	30µM*	?	2%	16%	-2.5
Cc1ccc(S(=O)(=O)N2CCCc3cc(NC(=O)c4c(F)cccc4F)ccc32)cc1	-26%	-3.4	-8%	27µM*	0	7%	14%	-2.2
CCC1Oc2ccccc2N(CC(=O)NCc2ccco2)C1=O (centres undefined)	-12%	0.2	3%	0%	-4	-4%	2%	-0.5
COc1ccc(CCNC(=O)c2n[nH]c(=O)c3ccccc23)cc1	12%	-0.4	-1%	0%	-7	-10%	2%	0.5
Next records:
SMILES	EPAC1 antag	IL2 activator	WRN helicase inh	PLK1 PBD inh	PI5P4Ka inh	EPAC1 agonist	EPAC2 ag	CCT chaperon mod
Oc1ccccc1-c1cc(C(F)(F)C(F)F)nc(-c2ccccc2)n1	0%	1.5	-8%	5%	.	2%	2%	-0.2
COC(=O)c1ccc(/C=C/C(=O)c2cccc(OC)c2)cc1	?	-3.4	-14%[11.6 µM]	-18%	2	-13%	6%	0.8
CCN(/N=C/c1ccccc1)c1cc(=O)n(C)c(=O)[nH]1	-5%	-0.2	5%	-9%	-12	-2%	9%	-1.6
O=S(=O)(Nc1cccc(S(=O)(=O)N2CCCC2)c1)c1ccc(Cl)cc1	2%	1.3	-5%	2%	0	6%	-7%	-0.9
CCOC(=O)c1[nH]c2ccc(F)cc2c1NC(=O)CCN1CCOCC1	-2%	-3.0	-30%[57.1 µM]	-9%	-2	6%	11%	-4.4
COc1ccc(C(=O)N2CCCc3ccccc32)cc1Br	-5%	0.2	6%	4%	5	13%	21%	-2.7
O=C(NCCN1CCOCC1)c1cccc(Cl)c1	-1%	3.7	7%	-1%	.	-7%	-4%	0.7
CCc1ccc(C(O)c2ncc(-c3ccc(C(F)(F)F)cc3)[nH]2)cc1 (centres undefined)	-11%	-0.9	4%	-12%	7	0%	0%	-1.3
CC(=O)N1CCN(c2ncnc3sc(-c4ccccc4)cc23)CC1	-8%	-0.4	5%	-5%	-5	-12%	8%	-0.2
COc1ccc(/C(N)=N/OC(=O)C2CCCCC2)cc1	12%	-3.8	0%	-13%	10	18%	18%	0.0
O=C(CN1CCN(S(=O)(=O)c2ccccc2)CC1)Nc1ccccc1C(=O)NC1CC1	-9%	-3.8	3%	-6%	4	10%	5%	0.0
COc1ccc(OC)c(C(=O)N/N=C/c2ccccn2)c1	-8%	-0.8	-10%	-5%	1	-2%	-2%	0.5
Cc1ccc(C)c(N2CCN(C(=O)Cn3c(=O)oc4cc(S(=O)(=O)N5CCCC5)ccc43)CC2)c1	-1%	-0.4	-4%	-2%	-1	3%	5%	-2.4
Cc1ccc(CC(CC(=O)O)C(=O)NC2CCCCC2)cc1 (centres undefined)	5%	-1.3	-7%	-6%	-1	6%	1%	3.5
COc1cc(C(O)c2nc(-c3cncnc3)cs2)ccc1F (centres undefined)	5%	-0.2	-8%	-6%	4	6%	12%	1.2
CN(Cc1nc2ccccc2c(=O)[nH]1)Cc1cc(=O)oc2ccc3ccccc3c12	?	4.2	3%	-7%	.	19%	12%	1.3
CNC(=O)c1ccccc1S(=O)c1ccccc1C#N (centres undefined)	-5%	-2.2	-15%	-6%	-8	8%	10%	-1.6
Cc1ccc(C#N)c(SCc2cccc(Br)c2)n1	-2%	-0.3	4%	0%	1	2%	8%	-0.5
Cc1ccnc(NS(=O)(=O)c2ccc(NC(=O)/C=C/c3ccccc3)cc2)n1	18%	3.1	-6%	-6%	-7	3%	3%	0.9
CN(Cc1ccccc1)C(=O)c1[nH]cnc1C(=O)Nc1ccc(Br)cc1F	-4%	-1.3	3%	12%	17	-16%	-11%	0.9
O=C(NC1CCCCC1)C(c1ccco1)N(C(=O)c1csnn1)c1cccc(Cl)c1 (centres undefined)	-11%	5.6	-5%	-4%	2	-7%	5%	3.1
COc1cc(NC(=S)NC(=O)C(C)C)ccc1NC(=O)c1cc2ccccc2o1	-14%	0.6	1%	-10%	0	-2%	6%	1.5
COC(=O)CCCNC(=O)c1ccc(OS(=O)(=O)c2cc([N+](=O)[O-])ccc2C)cc1	-16%	-0.1	-3%	1%	-6	5%	-1%	0.4
CC1CCN(c2ccc3nnc(CCC(=O)N4CCN(c5ccc(F)cc5)CC4)n3n2)CC1	-9%	-4.5	9%	-13%	1	-3%	-4%	0.7
Cc1noc(C)c1-c1ccc(C(=O)Nc2cccc(C(F)(F)F)c2)c2occc12	-16%	-0.4	-8%	4%	12	-16%	2%	0.3

Some of the entries above, reformatted.
Cc1ccnc(NS(=O)(=O)c2ccc(NC(=O)/C=C/c3ccccc3)cc2)n1
- EPAC1 antag: 18%
- IL2 activator: 3.1
- WRN helicase inh: -6%
- PLK1 PBD inh: -6%
- PI5P4Ka inh: -7
- EPAC1 agonist: 3%
- EPAC2 ag: 3%
- CCT chaperon mod: 0.9
CN(Cc1ccccc1)C(=O)c1[nH]cnc1C(=O)Nc1ccc(Br)cc1F
- EPAC1 antag: -4%
- IL2 activator: -1.3
- WRN helicase inh: 3%
- PLK1 PBD inh: 12%
- PI5P4Ka inh: 17
- EPAC1 agonist: -16%
- EPAC2 ag: -11%
- CCT chaperon mod: 0.9

Going on with the list:
SMILES	EPAC1 antag	IL2 activator	WRN helicase inh	PLK1 PBD inh	PI5P4Ka inh	EPAC1 agonist	EPAC2 ag	CCT chaperon mod
COCCn1nnnc1CN(Cc1cccnc1)Cc1cc2cc(OC)ccc2[nH]c1=O	6%	-0.4	-3%	2%	-10	0%	3%	-0.1
O=C(NCc1ccccn1)c1ccc2c(=O)n3nc(Nc4ccccc4)sc3nc2c1	12%	-0.3	2%	-13%	2	6%	-3%	-0.3
CCOC(=O)c1c(C)[nH]c(C)c1C(=O)COC(=O)c1nn(CC)c(=O)c2ccccc12	5%	-1.4	17%	2%	-5	-3%	12%	0.2
Cc1ccc2[nH]c(C(=O)N3CCCC(Nc4ccc(F)cc4)C3)cc2c1 (centres undefined)	-26%	-3.5	-15%	-18%	26	2%	9%	-0.3
COc1cccc(CC(=O)Nc2cccc3ccccc23)c1	-4%	-2.8	-5%	0%	3	5%	-5%	-0.9
C/C=C\C=C/C(=O)Nc1cccc(C2=NOC3(C2)C[C@@H](C(N)=O)N(C(=O)c2ccc(Cl)cc2)C3)c1 (some centres undefined)	-6%	-0.4	4%	-18%	-66*	-11%	4%	0.3
CC1Oc2ccccc2N(CC(=O)NC2CCCC2)C1=O (centres undefined)	-14%	-2.0	-24%	0%	1	-6%	3%	-1.4
CCOC(=O)c1ccc(NC(=O)C2CC(=O)N=C(N)S2)cc1 (centres undefined)	-22%	-0.2	-3%	-9%	-1	7%	5%	0.4
Cn1ccnc1SCC(=O)c1c[nH]c2ccccc12	-6%	0.5	0%	-12%	-1	2%	5%	0.7
CNC(=O)CSc1nnc(-c2cc(C)cc(C)c2)o1	11%	0.8	-1%	-3%	.	7%	8%	0.1
